miR122 inh: miR-122 inhibition in Huh7 cells. activation (reporter increase), % at 12.5 µM. 340,000 compounds, 0.3% hits. Huh7 miR-122 Renilla luciferase sensor, 48 h; neutral wells = 0, positive control = 100. AID 602342;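 active = mean replicate activation score at least 90 and every replicate individually at or above 90; inconclusive = only one of the two criteria met; inactive = neither criterion met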;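 note: higher luciferase means less miR-122 activity so hits act as miR-122 inhibitors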
ERp5 block: ERp5 (human) disulfide isomerase inhibition | Q15084 | ERp5 insulin aggregation, absorbance 650 nm, 90 min | inhibition, % at 9.99 µM | 350,000 compounds, 0.05% hits | AID 651711;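 active = mean replicate inhibition above about 25%, with every replicate also reaching it, limit read from the data, passing the limit was not always enough; inconclusive = only one of those two criteria met; inactive = neither criterion met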
Target sequence (Q15084 whole entry, looked up): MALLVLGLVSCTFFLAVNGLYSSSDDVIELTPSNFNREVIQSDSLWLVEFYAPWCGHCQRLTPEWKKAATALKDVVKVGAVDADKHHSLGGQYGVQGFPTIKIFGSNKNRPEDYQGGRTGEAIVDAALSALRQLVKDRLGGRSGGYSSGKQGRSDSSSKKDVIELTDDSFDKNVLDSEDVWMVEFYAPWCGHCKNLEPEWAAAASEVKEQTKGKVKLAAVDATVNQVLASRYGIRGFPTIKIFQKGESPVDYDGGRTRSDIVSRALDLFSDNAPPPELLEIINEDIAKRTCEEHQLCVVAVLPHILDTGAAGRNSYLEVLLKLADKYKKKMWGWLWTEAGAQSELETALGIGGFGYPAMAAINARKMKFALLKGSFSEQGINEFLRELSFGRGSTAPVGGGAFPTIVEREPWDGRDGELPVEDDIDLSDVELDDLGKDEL
Cneo AK release: causes C. neoformans cell lysis; adenylate kinase release luminescence, 4 h; normalised: neutral wells 0, clomiphene wells 100; lysis activity, % at 15 µM; 360,000 compounds, 0.2% hits;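 active = mean lysis activity across replicates of at least 80%, whatever share of replicates individually reach that level; inactive = mean lysis activity below 80%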
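Schedule: static 4 h at 37 °C with compound, 1 h detection; system: C. neoformans cells; benchmarks: Clomiphene as positive control; buffer or medium: fresh YPD medium; measure: luminescence rise reflecting yeast cell lysis; measured by: luminescent adenylate kinase detection reagent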
C2C12 statin: protects C2C12 myotubes from simvastatin toxicity. ATP luminescence, 48 h; scaled: DMSO 0, geranylgeraniol control 100. rescue of ATP level, % at 7.49 µM. 330,000 compounds, 0.78% hits;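 active = mean ATP rescue above about 67%, or every replicate alone reaching that limit, limit read from the data, passing the limit was not always enough; inconclusive = no clear call, values can overlap the other calls; inactive = mean under the limit and some replicate under it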;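 note: myotubes were challenged with 10 µM simvastatin during compound exposure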
esBAF inh: blocks esBAF chromatin remodeling in mouse ES cells. Bmi1-luciferase knock-in reporter, 24 h; 100% = twice the neutral-well signal. reporter increase, % at 12.5 µM. 350,000 compounds, 2% hits. AID 602393; in the data active = activation above about 40%; inconclusive = no clear call, values can overlap the other calls;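 note: 0% = median of the plate's neutral control wells and 100% = double that signal; a rise in the Bmi1 reporter signal indicates esBAF inhibition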
SIRT5 inh: sirtuin-5 (human) deacylase inhibition; inhibition, % at 15 µM; AID 652115; Purified SirT5, succinyl-peptide AMC, trypsin-coupled fluorescence; 330,000 compounds, 1.1% hits; in the data active = inhibition above about 15%; inconclusive = no clear call, values can overlap the other calls
Target sequence (Q9NXA8 whole entry, looked up): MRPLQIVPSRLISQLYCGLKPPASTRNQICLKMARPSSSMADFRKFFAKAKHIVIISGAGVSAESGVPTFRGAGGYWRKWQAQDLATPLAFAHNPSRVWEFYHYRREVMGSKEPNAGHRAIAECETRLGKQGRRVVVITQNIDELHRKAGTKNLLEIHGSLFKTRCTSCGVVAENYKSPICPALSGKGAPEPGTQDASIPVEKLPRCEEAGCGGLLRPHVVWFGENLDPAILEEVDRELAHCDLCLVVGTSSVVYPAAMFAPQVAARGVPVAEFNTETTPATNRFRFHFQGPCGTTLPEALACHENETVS
ARNT-TACC3 inh: disrupts binding between human ARNT and TACC3; Q9Y6A5; AlphaScreen His-ARNT PAS-B/GST-TACC3 binding, luminescence; TACC3 fragment carries E629A point mutation; 390,000 compounds, 0.66% hits; inhibition, % at 9.99 µM;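 active = mean inhibition of replicates at least 50% and at least half of replicates each reaching 50%; inconclusive = half or more replicates reach 50% but mean below 50%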;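 note: 0% = complete ARNT plus TACC3 wells and 100% = ARNT alone without TACC3; many hits fall short of the cut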
* marks the source's active call; other numbers are inactive results; & = joins results of further samples; [ ] = dose if it differs, or a comment.

For Cc1ccc(-c2cnc3c(c2)C(=O)N([C@H](C)CO)C[C@@H](C)[C@@H](CN(C)C)O3)cc1 the results were miR122 inh -5[16.7 µM], ERp5 block -7, Cneo AK release -6, C2C12 statin 6, esBAF inh -3, SIRT5 inh 2 and ARNT-TACC3 inh -5.
Screening CN(C(=O)/C(N=Nc1cccc(C(F)(F)F)c1)=C(\O)C(F)(F)F)c1ccccc1 returned miR122 inh 14, Cneo AK release -1, C2C12 statin -12, esBAF inh -3 and ARNT-TACC3 inh 1.
Cc1cc(-c2ccc(C(C)C)c(S(=O)(=O)Nc3ccccn3)c2)on1 was read as miR122 inh 33, ERp5 block -3, Cneo AK release -1, C2C12 statin 14, esBAF inh 28, SIRT5 inh -2 and ARNT-TACC3 inh 3.
For CCCCC(CC)C(=O)Nc1ccccc1C#N (stereo not drawn) the results were miR122 inh 4, Cneo AK release -1, C2C12 statin 15, esBAF inh -4 and ARNT-TACC3 inh -5.
COc1cccc(/C=C/C2=CC(C)(C)NC(=S)N2)c1 was read as ERp5 block inconclusive, SIRT5 inh -4 and ARNT-TACC3 inh 7.
Screening COc1ccccc1N1CCN(/N=C/C=C/c2ccccc2[N+](=O)[O-])CC1 returned miR122 inh -4, ERp5 block -3, Cneo AK release -2, SIRT5 inh 1 and ARNT-TACC3 inh 27.
`C/C=C/c1cnc2c(c1)C(=O)N([C@@H](C)CO)C[C@H](C)[C@@H](CN(C)S(=O)(=O)c1cn(C)cn1)O2` gave miR122 inh 7[16.7 µM], ERp5 block -1, Cneo AK release -9, C2C12 statin 1, esBAF inh -11, SIRT5 inh -13 and ARNT-TACC3 inh 8.
For Cc1ccc(NC(=O)CNC(=O)c2ccc(OC(F)F)cc2)cc1S(=O)(=O)N1CCCCCC1 the results were ERp5 block 2, Cneo AK release 1, C2C12 statin 2, esBAF inh -2, SIRT5 inh 1 and ARNT-TACC3 inh -9.
Screening O=C(c1ccc(=O)[nH]n1)N1CCN(S(=O)(=O)c2ccc3ccccc3c2)CC1 returned miR122 inh -4, ERp5 block -6, Cneo AK release -2, C2C12 statin -3, esBAF inh -6, SIRT5 inh -3 and ARNT-TACC3 inh 10.
C/C(O)=C\c1nc2ccccc2oc1=O was read as miR122 inh -6, Cneo AK release 1, C2C12 statin 29 and esBAF inh 7.
O=C(CN1C(=O)C2C3c4ccccc4C(c4ccccc43)C2C1=O)Nc1ccccc1C(=O)O (stereo not drawn) was read as miR122 inh -12, ERp5 block 0, Cneo AK release -1, SIRT5 inh 3 and ARNT-TACC3 inh -6.
For Cc1ccc(/C=N/N2CCN(Cc3ccc(Cl)cc3)CC2)o1 the results were miR122 inh -1, Cneo AK release -1, C2C12 statin 81* and esBAF inh 5.

The last two compounds of the part before are carried over, then new ones follow.
O=C(CN1C(=O)C2C3c4ccccc4C(c4ccccc43)C2C1=O)Nc1ccccc1C(=O)O (stereo not drawn) was read as miR122 inh -12, ERp5 block 0, Cneo AK release -1, SIRT5 inh 3 and ARNT-TACC3 inh -6.
For Cc1ccc(/C=N/N2CCN(Cc3ccc(Cl)cc3)CC2)o1 the results were miR122 inh -1, Cneo AK release -1, C2C12 statin 81* and esBAF inh 5.
For C[C@H](CO)N1C[C@H](C)[C@H](CN(C)CC2CCCCC2)Oc2c(NC(=O)Nc3ccccc3)cccc2C1=O the results were miR122 inh 22[16.7 µM], ERp5 block 3, Cneo AK release -3, C2C12 statin 12, esBAF inh 4, SIRT5 inh -1 and ARNT-TACC3 inh 0.
O=C(c1cccc(C(F)(F)F)c1)C1CCCN(C(=O)CCn2cnnn2)C1 (stereo not drawn) was read as miR122 inh 3, ERp5 block 4, Cneo AK release -1, SIRT5 inh -4 and ARNT-TACC3 inh -5.
For COc1c(Cl)cc(C(=O)Nc2ccc(Cl)cn2)cc1Cl the results were miR122 inh 6, Cneo AK release -6, C2C12 statin -17, esBAF inh 29 and ARNT-TACC3 inh -13.
CC(C)C#Cc1cnc2c(c1)C(=O)N([C@H](C)CO)C[C@H](C)[C@@H](CN(C)S(=O)(=O)c1cn(C)cn1)O2 was read as miR122 inh 1[16.7 µM], ERp5 block 1, Cneo AK release 2, C2C12 statin 6, esBAF inh -6, SIRT5 inh 1 and ARNT-TACC3 inh 9.
CCc1ccc(S(=O)(=O)NCCOc2cccc3cccnc23)cc1 was read as miR122 inh 4, ERp5 block 1, Cneo AK release 0, C2C12 statin 12, esBAF inh 3 and SIRT5 inh -2.
Cc1ccc(NC(=O)CNc2ccc(Cl)cc2F)cc1 was read as miR122 inh -17, C2C12 statin 1, esBAF inh -2 and ARNT-TACC3 inh -7.
O=C(c1ccc(Cl)nc1)N1CCN(S(=O)(=O)c2ccc3c(c2)OCCO3)CC1 was read as miR122 inh -15, ERp5 block 6, Cneo AK release 0, C2C12 statin -7, esBAF inh 9, SIRT5 inh -1 and ARNT-TACC3 inh -4.
Screening CCCc1nnc(NC(=O)CCC(=O)N2CCN(CCn3c(C)ccc3C)CC2)s1 returned miR122 inh 3, Cneo AK release 1, C2C12 statin 2, esBAF inh 4 and ARNT-TACC3 inh 2.
`CC(C)[C@H]1COCc2cn(nn2)CC[C@H](Cc2ccccc2)C(=O)N1` gave ERp5 block -2, Cneo AK release 1 and SIRT5 inh 0.
CC1CCC(NC(=O)C2c3ccccc3C(=O)N2Cc2cccs2)CC1 (stereo not drawn) was read as miR122 inh -2, Cneo AK release -8, C2C12 statin 0, esBAF inh 1 and ARNT-TACC3 inh -7.
Screening CCOc1cc(N2CCOCC2)c(OCC)cc1NC(=O)CSc1n[nH]c(N)n1 returned ERp5 block 7, SIRT5 inh 0 and ARNT-TACC3 inh 8.
Screening O=C(c1ccc(CS(=O)Cc2ccc(Cl)cc2)o1)N1CCN(c2ccccn2)CC1 (stereo not drawn) returned miR122 inh -2, ERp5 block -1, Cneo AK release 8, C2C12 statin 5, esBAF inh -2, SIRT5 inh 2 and ARNT-TACC3 inh 1.
Cc1ccc(S(=O)(=O)N/N=C\c2cccnc2)cc1 was read as miR122 inh 7, ERp5 block 2, Cneo AK release -1, C2C12 statin -6, esBAF inh -4, SIRT5 inh 0 and ARNT-TACC3 inh -9.
For Cc1noc(C)c1S(=O)(=O)Nc1ccc2c(c1)CC(=O)N([C@H](C)CO)C[C@@H](C)[C@@H](CN(C)S(C)(=O)=O)O2 the results were miR122 inh -1[16.7 µM], Cneo AK release -1, C2C12 statin 3, esBAF inh 3 and ARNT-TACC3 inh -22.
`O=C(CSc1nccn1Cc1ccco1)Nc1ccccc1` gave ERp5 block 2, Cneo AK release -11, C2C12 statin -2, esBAF inh 11, SIRT5 inh -4 and ARNT-TACC3 inh -4.
O=C(NCCCn1ccnc1)C1CC2CCC1C2 (stereo not drawn) was read as miR122 inh 1, Cneo AK release -1, C2C12 statin 9, esBAF inh -3 and ARNT-TACC3 inh -3.
Cc1ccc(S(=O)(=O)NN=C2CCN(Cc3ccccc3)CC2)cc1 was read as miR122 inh 12, Cneo AK release 2, C2C12 statin -2, esBAF inh -3 and ARNT-TACC3 inh -1.
Cc1noc(C)c1NC(=O)N(C)C[C@H]1Oc2c(NC(=O)c3ccncc3)cccc2C(=O)N([C@H](C)CO)C[C@@H]1C was read as miR122 inh -1[16.7 µM], ERp5 block -1&0, Cneo AK release 1&2, C2C12 statin 21&6, esBAF inh 4&3, SIRT5 inh -3 and ARNT-TACC3 inh 0&-23.
For O=C(Cn1cnc2c(OCc3ccccc3)ncnc21)NCCN1CCOCC1 the results were miR122 inh -6, ERp5 block -1, Cneo AK release -1, C2C12 statin -1, esBAF inh -10, SIRT5 inh 1 and ARNT-TACC3 inh -13.
`Cc1nn(C(C)C(=O)NCc2ccco2)c(=O)c2nn(-c3ccccc3)c(C)c12` (stereo not drawn) gave ERp5 block -5, Cneo AK release 0, C2C12 statin 1, esBAF inh -6, SIRT5 inh -1 and ARNT-TACC3 inh -6.
For CCOc1ccc(C(=O)NCC(=O)NCC(c2ccccc2OC)N2CCCC2)cc1 (stereo not drawn) the results were miR122 inh -6, ERp5 block 2, Cneo AK release -2, C2C12 statin 10, SIRT5 inh -6 and ARNT-TACC3 inh 4.
Cc1ccc2cc(CCNC(=O)C3CCCCC3)c(=O)[nH]c2c1C was read as miR122 inh 4, ERp5 block 1, Cneo AK release -1, C2C12 statin -4, esBAF inh 4, SIRT5 inh 1 and ARNT-TACC3 inh -6.
Cc1nnn(C23C[C@@H]4C[C@@H](CC(C(=O)N5CCN(c6ccccc6)CC5)(C4)C2)C3)n1 was read as miR122 inh -2, ERp5 block 5, Cneo AK release 2, SIRT5 inh -5 and ARNT-TACC3 inh -1.
CC(=O)c1ccc(NC(=O)c2onc(C)c2Cl)cc1 was read as miR122 inh 3, ERp5 block 0, Cneo AK release -3, C2C12 statin -3, esBAF inh 21, SIRT5 inh -4 and ARNT-TACC3 inh 0.

The final 2 entries of the section before are carried over, then new ones follow:
Cc1nnn(C23C[C@@H]4C[C@@H](CC(C(=O)N5CCN(c6ccccc6)CC5)(C4)C2)C3)n1 was read as miR122 inh -2, ERp5 block 5, Cneo AK release 2, SIRT5 inh -5 and ARNT-TACC3 inh -1.
CC(=O)c1ccc(NC(=O)c2onc(C)c2Cl)cc1 was read as miR122 inh 3, ERp5 block 0, Cneo AK release -3, C2C12 statin -3, esBAF inh 21, SIRT5 inh -4 and ARNT-TACC3 inh 0.
Screening FC(F)(F)c1cc(CCN2CCNC[C@@H]2CC2CCCCC2)cc(C(F)(F)F)c1 returned miR122 inh -38, ERp5 block 6, Cneo AK release 51, C2C12 statin -5, esBAF inh -2 and ARNT-TACC3 inh 12.
CC1CCCCN1CC(=O)Nc1sccc1C#N (stereo not drawn) was read as miR122 inh -20, Cneo AK release -2, C2C12 statin 2, esBAF inh 4 and ARNT-TACC3 inh -3.
Screening COc1cccc(C(=O)Nc2cc(C)nn2-c2ccccc2)c1OC returned miR122 inh 1, ERp5 block 5, Cneo AK release -2, C2C12 statin 3, esBAF inh -6, SIRT5 inh -2 and ARNT-TACC3 inh -28.
`Cc1ccc2c(c1)[C@H]1[C@H](CO2)[C@H](c2ccccc2)[C@]2(C)C(=O)N(C)CC(=O)N12` gave miR122 inh 3, ERp5 block -2, Cneo AK release 0, C2C12 statin 11, esBAF inh 0, SIRT5 inh -5 and ARNT-TACC3 inh -15.
`C[C@H](CO)N1C[C@H](C)[C@@H](CN(C)C(=O)C2CCCCC2)Oc2cc(-c3ccc(F)cc3)ccc2S1(=O)=O` gave miR122 inh 44[16.7 µM], ERp5 block -3, Cneo AK release 0, C2C12 statin -9, esBAF inh 3, SIRT5 inh 7 and ARNT-TACC3 inh 3.
For C#CCOCCOCCOCCNc1nc(N2CCN(C(=O)[C@H](CCCCN)n3cc(CN)nn3)CC2)nc(N2CCN(C(=O)[C@H](CCCCN)n3cc([C@@H](N)CC(N)=O)nn3)CC2)n1 the results were ERp5 block 3, Cneo AK release 2, C2C12 statin 0, esBAF inh -2, SIRT5 inh -3 and ARNT-TACC3 inh 36.
Screening Cc1nc2sc(C(c3cccs3)N3CCN(c4ccccc4)CC3)c(O)n2n1 (stereo not drawn) returned ERp5 block 1, Cneo AK release 0, C2C12 statin 9, esBAF inh -5, SIRT5 inh 0 and ARNT-TACC3 inh -4.

Screens as filed in PubChem BioAssay.
